procasp7 counter: activates human procaspase-7, counter-screen for procaspase-3 activators; P55210; recombinant procaspase-7, Ac-DEVD-pNA absorbance 405 nm; D23A/D198A/D206A triple mutant, cannot self-cleave; scale: DMSO 0, 5 µM enzyme 100; activation, % at 8.5 µM; actives 0.093% (n = 330,000); AID 463210;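 active = percent activation above the screen-wide mean plus 3 SD, cut at about 25% in these data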
Target sequence (P55210 whole entry D23A/D198A/D206A): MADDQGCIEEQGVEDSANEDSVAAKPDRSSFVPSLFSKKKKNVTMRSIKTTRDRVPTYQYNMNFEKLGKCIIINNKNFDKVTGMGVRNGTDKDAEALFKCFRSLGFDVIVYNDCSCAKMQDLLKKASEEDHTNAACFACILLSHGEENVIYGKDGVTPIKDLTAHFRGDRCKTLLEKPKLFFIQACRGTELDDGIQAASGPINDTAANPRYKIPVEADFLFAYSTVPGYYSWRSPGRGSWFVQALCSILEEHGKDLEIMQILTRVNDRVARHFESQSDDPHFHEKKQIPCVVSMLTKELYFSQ
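signal = Epi-absorbance of released pNA at 405 nm, two timepoints | assay system = Uncleavable procaspase-7 mutant enzyme | reagent = Ac-DEVD-pNA substrate, 400 µM as added | times = 1 h enzyme–compound preincubation and 2 h substrate reaction, both 25 °C | benchmarks = low DMSO alone, high DMSO plus 5 µM PC-7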
PP5 primary: PP5 (human) phosphatase inhibition; P53041; inhibition, % at 6.7 µM; purified PP5c, OMFP substrate fluorescence; AID 1987; actives 0.18% (n = 320,000);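 active = inhibition above the campaign's mean inhibition across all tested compounds plus 3 SD, cut at about 9.5% in these data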;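 note: 0% = DMSO only and 100% = 100 µM cantharidin control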
Target sequence (P53041 whole entry, looked up): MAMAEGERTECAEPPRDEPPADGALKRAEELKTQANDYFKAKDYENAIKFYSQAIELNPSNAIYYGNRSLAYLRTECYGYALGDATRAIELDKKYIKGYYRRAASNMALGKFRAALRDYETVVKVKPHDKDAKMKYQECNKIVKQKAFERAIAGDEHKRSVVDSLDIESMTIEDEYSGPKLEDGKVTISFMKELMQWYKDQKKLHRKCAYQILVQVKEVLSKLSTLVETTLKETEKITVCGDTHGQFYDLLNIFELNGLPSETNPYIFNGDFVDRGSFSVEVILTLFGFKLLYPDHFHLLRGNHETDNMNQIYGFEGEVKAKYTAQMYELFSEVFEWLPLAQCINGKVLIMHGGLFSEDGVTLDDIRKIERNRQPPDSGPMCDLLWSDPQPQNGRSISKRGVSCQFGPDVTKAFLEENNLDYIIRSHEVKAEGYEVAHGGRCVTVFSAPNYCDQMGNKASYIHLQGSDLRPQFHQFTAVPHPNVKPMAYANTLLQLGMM
TPT1 inh: blocks Candida albicans tRNA 2'-phosphotransferase. recombinant caTPT1, FP RNA substrate dephosphorylation. inhibition, % at 5 µM. actives 0.81% (n = 300,000). AID 1962;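 active = inhibition above the mean of all tested compounds plus 3 SD, set per screening campaign, cut at about 24% in these data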;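 note: plate controls were DMSO alone for no effect and ferristatin control at 100 nM for full effect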
AHR activator: human AHR activation; actives 2.5% (n = 320,000); activation, % at 5 µM; AHR-responsive luciferase reporter cells, luminescence; AID 2796; in the data active = activation above about 47%;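 note: 0% = vehicle wells and 100% = reference agonist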
CTSL1 counter: counter-screen for PFM18AAP inhibitors: inhibitors of F. hepatica cathepsin L1 | recombinant F. hepatica cathepsin L1, Z-Leu-Arg-MCA fluorescence | inhibition, % at 5.96 µM | actives 0.49% (n = 300,000) | AID 1906;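 active = inhibition above the mean of all tested compounds plus 3 SD, set per screening campaign, cut at about 17% in these data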;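 note: 0% = plate median of test compound wells and 100% = 1 µM Z-Phe-Ala-diazomethylketone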
PAFAH2 FP inh: PAFAH2 (human) inhibition; Q99487; recombinant PAFAH2, FP-rhodamine activity probe, fluorescence polarization; inhibition, % at 3.39 µM; actives 0.99% (n = 340,000);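 active = inhibition above the mean over all tested compounds plus 3 SD, cut at about 30% in these data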;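 note: inhibitors block probe labeling of enzyme so polarization drops; 0% = enzyme with DMSO and 100% = wells lacking PAFAH2 protein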
PP1 counter: PP1-alpha (human) inhibition in PP5 counter-screen. P62136. purified PP1alpha, OMFP fluorescence. actives 0.9% (n = 320,000). inhibition, % at 6.7 µM;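 active = inhibition above the mean inhibition of all tested compounds plus 3 SD, computed separately for each screening campaign, cut at about 15% in these data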
HCV core dimer: blocks dimerization of HCV core protein | TR-FRET GST/Flag-core106 dimerization, 1536-well | actives 0.33% (n = 300,000) | inhibition, % at 5 µM | AID 1899;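 active = inhibition above the mean of all tested compounds plus 3 SD, set per screening campaign, cut at about 45% in these data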
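assay system = GST-tagged and Flag-tagged HCV core protein residues 1-106 | controls = unlabelled core106 and no-GST-core106 wells | incubation = compound-protein-antibody incubation 4 h at 22.5 °C | probe or stimulus = Eu donor and XL665 acceptor anti-tag antibodies | read-out = % inhibition based on acceptor/donor emission ratio | signal = TR-FRET 671 and 617 nm emission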
procasp3 activ: activates human procaspase-3; recombinant procaspase-3 D3A, Ac-DEVD-pNA absorbance 405 nm; actives 0.11% (n = 330,000); AID 463141; activation, % at 8.5 µM;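 active = activation above the mean of all tested compounds plus 3 SD, cut at about 21% in these data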;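 note: 0% = DMSO alone and 100% = DMSO wells spiked with extra 5 µM PC-3 D3A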
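Assay system – Procaspase-3 D3A mutant · Benchmarks – DMSO low control, extra-enzyme high control · Technique – 405 nm absorbance of p-nitroaniline, reads at 0 and 120 min · Doses – 8.5 µM nominal · Measure – % activation between DMSO and enzyme-spiked controls · Also added – Ac-DEVD-pNA chromogenic peptide substrate · Schedule – 1 h compound preincubation, 2 h substrate hydrolysis at 25 °C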
Active calls of the source: *; / = not tested or not shown. Not a hit list (roughly 5.6% active in at least one column).

compound	procasp7 counter	PP5 primary	TPT1 inh	AHR activator	CTSL1 counter	PAFAH2 FP inh	PP1 counter	HCV core dimer	procasp3 activ
CC(Sc1nnc2ccccn12)C(=O)Nc1ccc(Cl)cn1 (stereo unspecified)	-1	0.4	0	2	0	-10	-1	7	10
C#CCOCCOCCOCCNc1nc(N2CCN(C(=O)C([C@@H](C)O)n3cc([C@@H](N)CCCCN)nn3)CC2)nc(N2CCN(C(=O)[C@H](CCCCN)n3cc([C@@H](N)[C@H](C)CC)nn3)CC2)n1 (stereo partly specified)	-11	/	/	-1	/	3	/	/	4
O=C(Cc1ccccc1)Nc1ncccn1	2	3.5	0	1	-2	-1	2	6	-1
O=C(CN1C(=O)CCSc2ccccc21)Nc1ccc2c(c1)OCO2	-2	1.2	1	17	-1	4	6	0	6
CCOC(=O)c1c(C)n(-c2ccc(C)cc2)c2c(CC(C)=O)c(Br)c(OC)c(O)c12	0	0.7	3	0	-1	1	-4	6	2
CCOC(=O)CNC(=O)c1ccc(Cl)s1	4	1.0	1	-1	-1	8	1	-1	-6
COc1ccc(NC(=S)Nc2ccc(OC(F)F)cc2)cn1	-23	1.3	0	-4	6	-4	-2	-1	-15
CCOC(=O)CNC(=O)N1CCCC(C(=O)c2cc(C)c(OC)c(C)c2)C1 (stereo unspecified)	9	2.2	0	-1	-2	4	5	-2	-1
COc1cccc(NC(=O)C2CCCN2C(=O)NC2CCCCC2)c1 (stereo unspecified)	-8	-1.0	-1	-1	-2	5	-1	8	-1
C=CCC[C@H](Cc1ccc(F)cc1)C(=O)OC[C@@H](Cc1c[nH]c2ccccc12)NC(=O)[C@H](CC=C)CC(=O)NCCO	2	/	/	0	/	16	/	/	-6
COC(=O)c1cc(C(=O)OCC(=O)NC2CCCC2)cc([N+](=O)[O-])c1	-1	1.4	-4	1	-3	0	-2	3	-2
CCn1c(CCNC(=O)c2ccc(OC)cc2)nnc1SCc1ccc(Cl)cc1Cl	-4	3.3	-3	3	-2	0	-5	-2	-9
CC(=O)c1cccc(S(=O)(=O)N2CCC(n3nnc4cc(F)ccc43)CC2)c1	8	5.3	-3	-2	-1	-7	3	1	1
O=C(Cn1nnc(-c2ccccc2)n1)OCc1ccccc1	11	-2.5	-1	-1	-8	0	-3	3	16
COc1cccc(S(=O)(=O)Nc2cccnc2)c1	6	0.1	-1	0	-3	3	-3	-6	-4
O=C(COC(=O)c1ccco1)Nc1cc(S(=O)(=O)N2CCOCC2)ccc1Cl	1	/	/	0	/	58*	/	/	3
Clc1ccc(OCCN2CCOCC2)cc1	0	1.7	-2	-1	5	-7	0	-8	-1
Cc1nn(-c2ccccc2)c(C)c1/C=N/NC(=O)c1cc(-c2cccs2)[nH]n1	0	4.8	-1	20	1	-6	-1	9	10
COc1ccc(S(=O)(=O)N2CCC(C(=O)NC3CC3)CC2)cc1OC	6	0.9	3	-1	1	9	2	-8	3
CCOC(=O)c1sc(NC(=O)COC(=O)CNC(=O)c2ccco2)c(C(=O)OCC)c1C	0	5.3	-1	4	1	-9	5	12	-4

Ordered by formula weight (smallest number first): some entries from above.
compound	procasp7 counter	PP5 primary	TPT1 inh	AHR activator	CTSL1 counter	PAFAH2 FP inh	PP1 counter	HCV core dimer	procasp3 activ
O=C(CN1C(=O)CCSc2ccccc21)Nc1ccc2c(c1)OCO2	-2	1.2	1	17	-1	4	6	0	6
CC(=O)c1cccc(S(=O)(=O)N2CCC(n3nnc4cc(F)ccc43)CC2)c1	8	5.3	-3	-2	-1	-7	3	1	1
O=C(COC(=O)c1ccco1)Nc1cc(S(=O)(=O)N2CCOCC2)ccc1Cl	1	/	/	0	/	58*	/	/	3

Later entries:
compound	procasp7 counter	PP5 primary	TPT1 inh	AHR activator	CTSL1 counter	PAFAH2 FP inh	PP1 counter	HCV core dimer	procasp3 activ
C=CCNC(=O)C1CCN(c2cnccn2)CC1	10	-0.6	-2	0	-2	1	-1	1	1
Cc1c(NC(=O)C2(C)CCCCC2)c(=O)n(-c2ccccc2)n1C	0	0.5	-2	0	-3	1	-4	-7	-4
Fc1ccc(-n2c(-c3ccc4ccccc4n3)n[nH]c2=S)cc1Cl	-25	-3.1	2	11	3	2	-2	11	-7
O=C(Cc1cccs1)N1CCN(c2ccc([N+](=O)[O-])cc2)CC1	-3	1.1	7	-4	2	16	-2	28	1
Cc1ccccc1NC(=O)c1cccc(C(=O)Nc2ccccc2C)c1	-1	-1.7	-7	-4	-3	2	2	-3	-9
COc1ccc(NC(=O)CCCNC(=O)Cn2cnc3sc(C)c(C)c3c2=O)c(OC)c1	4	-0.3	-2	-1	3	2	-2	3	9
O=C(NCCCn1ccnc1)c1ccc(N2CCCCCC2)c([N+](=O)[O-])c1	1	3.4	14	36	0	-15	0	2	8
Cc1cccc(NC(=O)CCOc2ccccc2)c1	-8	-2.0	-2	0	3	0	1	2	8
COc1cc(CNC2CCC(C)C2)cc(OC)c1 (stereo unspecified)	-2	3.3	3	5	2	2	-5	1	-5
O=C(Nc1cccc(NC(=O)c2ccccc2)n1)c1ccccc1	6	2.3	-3	5	-4	-3	1	-5	-6
O=C(NCCCNC(=O)NC1CCCCC1)NC1CCCCC1	15	0.2	-3	-1	-3	/	0	-6	1
Cc1ccccc1C(=O)Nc1ccccc1Sc1ccccc1	2	-0.5	-5	6	-1	-4	3	3	-3
COc1ccc(C2CC(c3ccc(Br)cc3)=NN2C(=O)CCC(=O)O)cc1OC (stereo unspecified)	2	0.8	-2	1	2	2	0	-2	5
Cc1ccc(-c2nc(P(=O)(c3ccccc3)c3ccccc3)c(N3CCOCC3)o2)cc1	21	2.3	2	-2	2	1	3	4	-5
Cn1cc([N+](=O)[O-])c(C(=O)Nc2ccc(-c3nc4ccccc4[nH]3)cc2)n1	6	6.2	1	4	4	-3	0	-10	2
CCOc1ccc(C(=O)NN2C(=O)C3C4C=CC(O4)C3C2=O)cc1 (stereo unspecified)	-22	1.5	2	5	-3	-5	-1	2	-31
COc1ccc(N2CCc3c(C)nc4c(OC)cc(OC)cc4c32)cc1	-1	0.0	-1	17	2	3	-2	-3	-2
CCC(C)Sc1ccc([C@@H]2[C@@H]3C(=O)N(CC)C(=O)[C@@H]3[C@]3(C(=O)OC)CCCCN23)cc1OC (stereo partly specified)	-2	/	/	2	/	3	/	/	-5
COc1ccc2c(c1OC)C(=O)N1c3ccccc3SC21 (stereo unspecified)	-6	2.9	-3	41	5	-7	-3	-7	-18
O=C(CS(=O)(=O)c1ccccc1)Nc1nc2ccccc2s1	6	-0.6	3	26	-6	5	4	1	-3
Cc1ccccc1-n1c(C)nnc1SCC(=O)NC1CCCc2ccccc21 (stereo unspecified)	3	-1.8	-2	4	0	4	-1	-3	5
N[C@@H](Cc1ccc(O)cc1)c1nnc([C@H](CC(=O)O)NC(=O)C2CCNCC2)o1	-4	1.0	-4	1	0	-1	5	-12	5
COc1ccc(C2(C)NC(=O)N(CC(=O)Nc3ccc4c(c3)OCO4)C2=O)cc1OC (stereo unspecified)	-4	-1.4	3	2	-2	4	-3	25	3
COC(=O)CCN1CCC(C(N)=O)CC1	-7	2.0	2	2	-1	4	-2	-2	2
COc1ccc(NC(=O)COC(=O)CCCOc2ccc(Cl)cc2Cl)cc1Cl	14	3.7	1	1	-10	3	8	-4	4
CC1=C(C(=O)OC(C)C)C(c2ccc(O)cc2)NC(=O)N1 (stereo unspecified)	8	-1.4	1	0	-4	0	0	-1	5
CC1Cc2ccccc2N1C(=O)CSc1ncccc1C(=O)O (stereo unspecified)	-1	0.1	-1	3	9	5	-1	2	5
CC(=O)Nc1cccc(C(=O)N2CCN(S(=O)(=O)c3ccc4ccccc4c3)CC2)c1	-1	2.8	-2	3	-4	-4	0	3	0
COC(=O)c1ccc(CN2C(=O)C3CCCCC3C2=O)o1 (stereo unspecified)	7	-2.0	-3	1	-1	1	-3	2	8
COc1ccc(S(=O)(=O)Cc2ccc(C(=O)NCc3ccccc3)o2)cc1	7	-1.5	0	0	5	-4	-4	-4	3
CN(C)CCNC(=O)c1onc(CSc2nc3ccccc3[nH]2)c1C(=O)NCCN(C)C	-10	-0.1	-3	0	-3	-6	-3	4	-1
O=C(NCc1cn2ccsc2n1)Nc1cccc(Cl)c1	3	0.7	0	3	0	1	0	2	-1
COc1cccc(CNC(=O)C(CCSC)NS(=O)(=O)c2ccc3c(c2)oc(=O)n3C)c1 (stereo unspecified)	-6	1.9	-4	0	3	4	-2	-3	10
c1ccc(CN2CCN(c3nc(N4CCOCC4)c4ccccc4n3)CC2)cc1	6	1.2	1	2	9	0	2	2	6
O=C(NCCc1ccccc1)c1cc(-c2ccc3c(c2)OCO3)on1	-6	0.4	-5	2	1	3	-1	-1	-11
COCCCNC(=O)CCCN1C(=O)c2cccnc2Sc2ccccc21	5	0.7	-1	7	-3	5	10	-20	-6
CC(=O)Nc1ccc(OCC(=O)c2ccc(C)cc2C)cc1	5	0.5	-2	-1	0	-3	2	-4	2
COC(=O)c1ccc(NC(=O)CSc2ccccc2)cc1	2	1.5	-49	1	0	-7	4	-6	5
CCc1ccccc1N(C)C(=O)CCc1nc(-c2ccc(C)cc2)no1	-3	3.6	1	5	-1	-3	3	1	5

Source: PubChem BioAssay
